# bub3: NCI yeast anticancer drug screen, S. cerevisiae bub3 mutant strain. AID 167. actives 9.9% (n = 78,000). growth inhibition, % at 50 µM;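 note: 0% = growth of vehicle-only cultures of the same strain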
#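 Compounds were applied to a genetically altered yeast strain carrying a cell-cycle control defect. Growth inhibition was scored against vehicle-treated controls.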
# mec2-1: NCI yeast anticancer drug screen, S. cerevisiae mec2-1 strain; % growth inhibition at 50 µM; actives 9% (n = 79,000); AID 157;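 note: 0% = growth of vehicle-only cultures of the same strain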
#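 mec2-1 yeast strain, carrying an alteration in DNA damage repair or cell cycle control, was exposed to compounds; growth inhibition was measured relative to vehicle-treated controls.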
# yeast mlh1 rad18: NCI yeast anticancer drug screen, S. cerevisiae mlh1 rad18 strain | % growth inhibition at 50 µM | actives 11% (n = 79,000) | AID 175;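 note: 0% = growth of vehicle-only cultures of the same strain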
#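 A repair-deficient yeast strain is exposed to test compound, and growth is scored relative to vehicle-treated controls.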
# rad50: NCI yeast anticancer drug screen, S. cerevisiae rad50 strain; % growth inhibition at 50 µM; actives 10% (n = 79,000);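 note: 0% = growth of vehicle-only cultures of the same strain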
#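 Relative growth inhibition (compound vs vehicle) was measured in yeast with a defined repair-gene alteration.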
# sgs1 mgt1: NCI yeast anticancer drug screen, S. cerevisiae sgs1 mgt1 strain. % growth inhibition at 50 µM. actives 10% (n = 78,000);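 note: 0% = growth of vehicle-only cultures of the same strain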
#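 Compounds are added to genetically altered yeast, and growth is compared with cultures given vehicle alone to give percent inhibition.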
# cln2 rad14: NCI yeast anticancer drug screen, S. cerevisiae cln2 rad14 strain; growth inhibition, % at 50 µM; actives 8.3% (n = 78,000); AID 165;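 note: 0% = growth of vehicle-only cultures of the same strain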
#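 Relative to vehicle controls, growth inhibition of compound-treated cln2 rad14 yeast was recorded.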
# Numbers without * were called inactive; & = joins results of further samples; ! = repeats disagree. Cut-off read from the data, not from the text of the source: active = growth inhibition above about 70%; inactive = the rest.
SMILES,bub3,mec2-1,yeast mlh1 rad18,rad50,sgs1 mgt1,cln2 rad14
c1ccc(C2NC(c3ccccc3)c3c(ccc4ccccc34)O2)cc1 (stereo not drawn),-5.2,-2.1,20.6,20.1,13.1,-19.9
CC1(C)C=C(C(Br)c2ccc(Cl)cc2)C(=O)c2ccccc21 (stereo not drawn),88.2*,97.4*,98.2*,96.8*,98.2*,94.7*
COc1ccc(CNc2cnc3ccc(N)cc3n2)cc1OC,-25.0,-55.1,-30.9,-36.9,-40.2,5.5
CCCCCCCc1ccccc1,20.2,-14.7,-6.5,-13.1,-19.6,4.0
CCCCC1CCC(C(=O)O)=NC1 (stereo not drawn),-0.5,6.7,-11.4,5.7,25.1,-9.9
CC1=C(c2cc(C(=O)Nc3ccc(Cl)c(Cl)c3)nc(N)n2)Sc2ccccc2N1,-15.0,12.0,-1.7,-16.2,-12.7,28.1
COc1ccc(C(Cl)=C(c2ccc(OCCN(C)C)cc2)c2ccc(OCCN(C)C)cc2)cc1,28.4,15.6,20.1,29.7,40.1,28.8
CCOC(=O)C(C)C(CCC#N)(C(=O)OCC)C(=O)OCC (stereo not drawn),-11.8,-24.1,-9.3,-9.9,-24.0,-0.3
O=Nc1ccc2ccccc2c1O,89.5*,89.8*,84.0*,85.7*,86.8*,58.5
Cc1cc(SC#N)ccc1O,95.0*,90.0*,95.6*,91.6*,75.0*,83.2*!
Cc1nn(-c2ccccc2)c2[nH]c(=S)cnc12,-29.5,-25.6,-54.8,-23.6,-53.0,-22.9
CC1=CC(=O)c2ccccc2C1=O,25.6,15.3,18.2,14.4,0.1,13.2
O=c1oc2ccccc2nc1/C=C(\O)c1ccc([N+](=O)[O-])cc1,25.2,-0.1,-5.3,7.9,-12.3,-6.5
CSCCC(C(=O)O)N(CC1(O)OCC(O)C(O)C1O)N=O (stereo not drawn),-11.4,-24.6,-11.2,-18.4,-17.6,-9.2
CC(=O)Nc1ccc(S(=O)(=O)NNc2nc(N3CCOCC3)nc(N3CCOCC3)n2)cc1,-17.1,1.8,26.4,-6.2,4.0,12.4
CC(=O)NC1C(OCc2ccccc2)OC(CO)C(O)C1OC(C)C(=O)NC(C)C(=O)NC(CCC(=O)NCCCCNc1c2ccccc2nc2cccc([N+](=O)[O-])c12)C(N)=O (stereo not drawn),14.0,18.2,55.5,64.3,67.4,57.8
CC1(C)OC(C(F)(F)F)(C(F)(F)F)c2cc(C(C)(C)C)ccc2S1,-1.0,-29.8,-9.9,-26.9,-12.7,-35.4
COc1ccccc1C(=O)Oc1ccc(OC(=O)c2ccccc2OC)c(C(C)=O)c1,20.2,-1.9,35.4,16.6,0.0,3.2
COC(=O)CC1C=CC(OC)[C@@]2(C)C(=O)c3ccccc3C(=O)[C@@H]12 (stereo partly drawn),47.9,3.6,1.7,8.7,-2.5,34.6
NCc1cc(O)c(O)c(O)c1,-21.9&-10.2,-21.0&19.7,-3.7&-9.3,23.2&32.4,-23.2&-10.5,-11.5&5.8
O=C(Nc1ccccc1)c1cc2ccccc2c(N=Nc2cccc([N+](=O)[O-])c2)c1O,10.5,8.4,31.0,-2.0,-2.2,9.8
COc1cc(/C=N/N2CC(=O)N(c3cccc(Cl)c3)CC2=O)cc(OC)c1,-4.7,5.7,26.7,-1.6,-1.6,-12.8
O=C(Cn1ccnc1[N+](=O)[O-])c1ccc(F)cc1,-9.9,-13.9,13.3,62.8,33.9,4.6
CCCCNC(=S)/N=C/c1c(O)c2ccccc2oc1=O,5.1,-12.8,-48.6,-14.6,0.4,11.2
COc1ccc(NNC(=O)c2ccccc2)cc1,98.2*,97.5*,97.7*,96.3*,96.3*,96.8*

# An excerpt from above, reduced to rad50, yeast mlh1 rad18 and sgs1 mgt1:
compound	rad50	yeast mlh1 rad18	sgs1 mgt1
c1ccc(C2NC(c3ccccc3)c3c(ccc4ccccc34)O2)cc1 (stereo not drawn)	20.1	20.6	13.1
CC1(C)C=C(C(Br)c2ccc(Cl)cc2)C(=O)c2ccccc21 (stereo not drawn)	96.8*	98.2*	98.2*
COc1ccc(CNc2cnc3ccc(N)cc3n2)cc1OC	-36.9	-30.9	-40.2
CCCCCCCc1ccccc1	-13.1	-6.5	-19.6
CCCCC1CCC(C(=O)O)=NC1 (stereo not drawn)	5.7	-11.4	25.1
CC1=C(c2cc(C(=O)Nc3ccc(Cl)c(Cl)c3)nc(N)n2)Sc2ccccc2N1	-16.2	-1.7	-12.7
COc1ccc(C(Cl)=C(c2ccc(OCCN(C)C)cc2)c2ccc(OCCN(C)C)cc2)cc1	29.7	20.1	40.1

# The listing picks up, repeating the two entries before the break.
SMILES,bub3,mec2-1,yeast mlh1 rad18,rad50,sgs1 mgt1,cln2 rad14
CCCCNC(=S)/N=C/c1c(O)c2ccccc2oc1=O,5.1,-12.8,-48.6,-14.6,0.4,11.2
COc1ccc(NNC(=O)c2ccccc2)cc1,98.2*,97.5*,97.7*,96.3*,96.3*,96.8*
O=C(NCCCl)Nc1c2ccccc2nc2ccccc12,34.9,41.0,37.0,72.0*,24.5,31.4
CCCC(=O)Oc1ccc(-c2ccc(Br)cc2)cc1,89.8*,93.6*,95.8*,92.8*,88.8*,90.2*
COc1cc(/C=C\Cc2cc3c(cc2OC(C)=O)OCO3)cc(OC)c1OC,54.5,15.8,51.2,16.4,27.9,-2.1
O=C(O)C(=Cc1ccnc2ccccc12)C(=O)O,-52.2,-13.7,3.5,7.8,-35.8,15.7
O=C1N=NC(=O)N1c1ccccc1,-0.1,4.3,2.4,-6.8,1.0,-22.2
CCN(CC)c1ccc(N=C2C=C(C(=O)Nc3ccc(C(=O)O)cc3)C(=O)c3ccccc32)c(C)c1,-0.7,-25.0,-18.2,-10.2,-16.9,0.9
OCCC1CCCCN1 (stereo not drawn),-0.8,-8.4,54.5,9.2,-20.4,-18.4
CCCC(O)c1ccccc1 (stereo not drawn),3.7,35.8,18.9,31.2,-9.7,5.3
CCOC(=O)C1=NN(c2ccc(Cl)cc2)C2=CC(C)=NN(C)C(=S)N21,36.3,5.7,-32.8,-30.1,-44.9,15.7
CC(C)(C)NC(=O)NCC1CCCC1NC(=O)NC(C)(C)C (stereo not drawn),7.3,-5.0,-10.4,1.4,3.6,-5.5
NC(N)=NC(N)=Nc1ccccc1,1.1,14.8,11.6,-15.9,-1.8,-5.9
Cc1cc(C)c2c(=O)[nH]c(=S)[nH]c2n1,-13.2,-25.9,-13.4,-7.4,-17.9,-9.9
C=C1NC(=O)c2nc(oc2C)C(=C)NC(=O)C(C(C)(C)O)NC(=O)C(=C)NC(=O)C(=C)NC(=O)c2nc(oc2C)/C(=C\C)NC(=O)C(C(C)O)NC(=O)C(=C)NC(=O)C2C=CC3=C4SC=C(C(=O)O)N4C=C(NC(=O)C(=C)NC1=O)C3=N2 (stereo not drawn),21.1,10.2,30.9,19.6,20.8,22.1
CCCCN(CCCC)CC(=O)NC(N)=O,10.3,0.9,-6.8,4.6,-7.0,-2.8
N#CC(I)CS(=O)(=O)c1ccccc1 (stereo not drawn),45.4,98.7*,42.7,54.7,99.3*,55.0
CCOC(=O)C(=CN(C)c1ccc(C)cc1)C(=O)OCC,25.6,2.6,8.9,20.4,8.2,9.7
COc1cc(C2c3cc4c(cc3OC(NNc3ccccc3)C2C)OCO4)cc(OC)c1O (stereo not drawn),98.7*,98.7*,98.3*,98.2*,98.4*,98.6*
CC(=O)c1ccc(NC(=O)C(=O)C(C(=O)c2ccc(Cl)c(Cl)c2)C2OC(=O)c3ccccc32)cc1 (stereo not drawn),60.3,38.8,49.3,44.6,13.7,54.1
CC/C(C)=N/NS(=O)(=O)c1ccc(C)cc1,1.1,13.2,42.5,43.9,2.3,16.0
CCCCCCCCCCCCCCCc1cc(=O)n(-c2ccc(NC(C)=O)cc2)n1C,-1.0,-23.8,-9.7,-2.0,-12.6,3.1
CCOC(=O)CC(=O)C1CCC2C3CC=C4CC(O)CCC4(C)C3CCC12C (stereo not drawn),2.1,8.3,33.9,36.5,47.4,25.9
NS(=O)(=O)c1ccc(N=Nc2c[nH]c(=O)c(O)c2)cc1,-60.4,5.0,2.3,3.5,-9.6,-37.4
COc1ccc(-c2ccc(OC)c(OC)c2OC)c(N)c1,11.9,-2.7,15.7,-7.7,0.8,-11.2
C/C=N\n1c(C)c(C#N)c(C#N)c1N,-21.7,10.2,-35.5,8.6,-23.6,-14.1
CCN=C(c1ccccc1)N(O)c1ccccc1,7.7,9.2,-14.1,-10.7,-3.1,6.3
SMILES,bub3,mec2-1,yeast mlh1 rad18,rad50,sgs1 mgt1,cln2 rad14
CC(=O)OCC1OC(Nc2[nH]c(=O)[nH]c(=O)c2N=O)C(OC(C)=O)C(OC(C)=O)C1OC(C)=O (stereo not drawn),-1.7,3.8,-10.3,5.8,0.9,-1.5
CCCCCCCC(=O)Oc1c(Cl)c(Cl)c(C#N)c(Cl)c1C#N,5.8,-3.5,25.4,20.9,11.5,13.7
CCCNc1cc2c(cc1Br)-c1ccccc1C2=O,19.1,-3.0,-0.7,-18.8,-10.2,-16.1
COc1ccc(CC(=O)OC(C)C)cc1OC,8.2,0.5,-5.3,-12.4,-14.8,-36.6
COc1cc(NCCCN(CC(C)C)CC(C)C)c2ncccc2c1Cl,27.3,26.1,38.4,27.5,55.0,19.8
COc1ccc2c(C)cc(C)nc2n1,-32.8,-15.8,-17.3,-10.1,-38.2,-0.8
COC(=O)c1cc(/C=C/c2ccccc2)[nH]c(=O)c1C#N,20.7,16.8,41.0,28.2,31.1,19.4
O=c1/c(=C/c2ccccc2O)sc2nc3ccccc3n12,10.4,-42.2,20.9,9.7,18.9,15.0
CCCCC1C(=S)N(c2ccccc2)N(c2ccccc2)C1=S,37.0,40.9,60.4,24.1,82.8*,8.6
N/N=C(/N)SCCCCCCCCCCS/C(N)=N/N,15.2,48.5,79.8*,21.4,82.3*,51.9
CCOC(=O)Nc1ccc(C)c(NC(=O)OCC)c1,14.3,6.0,8.3,-1.8,4.7,-38.4
CCOC(=O)/C(C#N)=C/c1ccccc1Cl,-20.1,-6.3,6.3,12.1,-30.6,16.1
Cc1cccc(C)c1NC(=O)CCC/C(CC(=O)c1ccc(F)cc1)=N\NC(=O)C(=O)NN,-4.9,2.7,19.8,20.2,2.4,-32.1
Cc1ccccc1-c1c(N)nc(N)nc1C(=O)Nc1nccs1,-28.1,-36.2,-7.9,-26.6,-39.6,-3.9
COC(=O)N/N=C/c1ccc(C)cc1,-3.9,-8.1,-4.1,-4.1,-10.0,-37.9
O=C1CSC(c2ccc(C(F)(F)F)cc2)N1c1nncs1 (stereo not drawn),12.6,-3.5,24.2,-1.2,29.0,-1.4
N#Cc1ccc(OCCCCOc2ccc([N+](=O)[O-])cc2Cl)cc1,4.7,-10.7,20.0,5.8,-19.4,-3.8
Oc1ccc(Br)cc1C=NC1CCCCC1,87.0*,88.5*,77.0*,78.9*,85.3*,57.0
C=C1SC(=Nc2c(C)cccc2C)N(c2nc(Cl)nc(Cl)n2)C12CCCCC2,10.9,-8.8,14.1,21.0,11.2,19.1
C1=Nc2ccccc2/C1=C/c1ccccc1,64.4,48.8,52.1,72.9*,49.7,40.0
CCCCCCCCN1C(=O)c2ccccc2C1=O,89.5*,50.0,91.0*,39.5,78.7*,-91.1
COc1ccc(C(=O)C2CC3(CCC2(O)c2ccc(OC)cc2)CC(=O)Nc2ccccc2C3=O)cc1 (stereo not drawn),26.0,1.8,31.6,27.3,33.7,14.2
C/C(=N\Nc1cc(C)nc2cc3c(cc12)OCO3)c1cn(C)n(-c2ccccc2)c1=O,12.4,54.5,39.1,19.9,21.6,34.9
C=C1C(C)C2C(Cc3ccccc3)NC(=O)C23OC(=O)/C=C\CC(=O)CCC(C)C/C=C/C3C1O (stereo not drawn),90.8*,93.2*,91.2*,91.4*,93.0*,90.8*
Cc1c2c([nH]c(=O)c1C)C=CC(Br)C2Br (stereo not drawn),0.2,0.6,7.0,-0.7,1.5,3.2
CO/C(Cc1cc(O)cc(O)c1)=N\N,7.8,6.3,-4.1,-0.5,1.2,-5.7
CCC(C(=O)c1ccc(OC)c(OC)c1)N(C(=O)C(F)(F)F)C(C)c1ccccc1 (stereo not drawn),28.8,29.8,-25.8,-9.6,32.4,12.8
Cc1ccc(S(=O)(=O)/N=C2\CCN(S(=O)(=O)c3ccccc3)N2S(=O)(=O)c2ccc(C)cc2)cc1,11.8,15.5,46.5,17.6,14.3,9.8

# Complete entries, quoted from the list. Order of values: bub3, mec2-1, yeast mlh1 rad18, rad50, sgs1 mgt1, cln2 rad14
# OCCC1CCCCN1 (stereo not drawn) across the screens: -0.8, -8.4, 54.5, 9.2, -20.4, -18.4
# Cc1nn(-c2ccccc2)c2[nH]c(=S)cnc12 across the screens: -29.5, -25.6, -54.8, -23.6, -53.0, -22.9

# Compound activity: PubChem, NCI
